# DUSP3 inh = inhibitors of human VHR1 phosphatase (DUSP3); P51452; recombinant VHR phosphatase, colorimetric substrate read-out; inhibition, % at 20 µM; 0.7% of 50,000 active; in the data active means inhibition above about 60%; further: some results filed as inactive read as strong as hits
# Target sequence (P51452 whole entry, looked up): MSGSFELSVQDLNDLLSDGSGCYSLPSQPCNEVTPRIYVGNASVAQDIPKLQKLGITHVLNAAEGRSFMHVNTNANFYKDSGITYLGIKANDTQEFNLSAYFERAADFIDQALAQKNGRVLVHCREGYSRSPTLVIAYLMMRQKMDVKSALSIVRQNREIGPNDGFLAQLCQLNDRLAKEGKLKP
# * hit, by the source's call. Some of the compounds tested. The share of hits here may be higher or lower than overall.
smiles	DUSP3 inh
Cc1cc(Br)ccc1OCC(=O)O/N=C(\N)c1ccncc1	-3
COc1ccc(C(=O)/C=C/Nc2ccccc2F)cc1	-11
O=C(Cc1cccs1)N1CCN(c2cccc(Cl)c2)CC1	-2
Cc1ccc(S(=O)(=O)NCCNc2ccc(Cl)cc2[N+](=O)[O-])cc1	-6
CCN1C(=O)/C(=C/c2c(F)cccc2Cl)SC1=S	-27
Cc1cccn2c(=O)c(/C=C3\SC(=S)NC3=O)c(NCCCn3ccnc3)nc12	-20
CC1(C)Cc2c(c(N3CCOCC3)nc3sc4c(NCc5ccccc5)ncnc4c23)CO1	-6
CCc1nc2ccccc2c(=O)n1-c1ccc2ccccc2c1	-2
O=C1OC(Oc2ccccc2)(c2ccccc2)c2ccccc21 (stereo not drawn)	-6
COc1ccc(C(C)N(C)CCC(c2ccccc2)c2ccccc2)cc1OC (stereo not drawn)	-14
O/N=C/c1ccc(OCc2ccc(Cl)c(Cl)c2)cc1	-4
COc1cc(OC)cc(C(=O)Nc2ccc(-c3nc4ccccc4s3)c(O)c2)c1	-2
O=C(/C=C/Nc1ccc([N+](=O)[O-])cc1Br)c1ccccc1	-15
Cc1ccc(N2C(=O)C3C(c4cccc(F)c4)OC4(C(=O)c5ccccc5C4=O)C3C2=O)cc1 (stereo not drawn)	-17
COc1cc(-c2ncnn2-c2sc3c(c2C#N)CCCC3)ccc1O	-2
CC(C)c1ccc(N2C(=O)CSC23C(=O)Nc2ccccc23)cc1 (stereo not drawn)	9
CCN(CC)c1ccc(NC(=O)/C=C\C(=O)O)cc1	29
O=C(N/N=C/c1ccc(O)c(O)c1)c1ccc(-c2ccccc2)cc1	82
O=C(NCc1ccccc1)C(=O)Nc1cccc2ccccc12	-8
Cc1cc(OCC(=O)NCc2ccco2)ccc1Br	2
CCCOc1cccc(C(=O)Nc2sc(C)c(-c3ccc(C)cc3)c2C(=O)OC)c1	8
CCOC(=O)c1conc1-c1ccc(N(CC)CC)cc1	-14
CCCSc1nsc(SCCC)c1C(N)=O	4
CC1=C(C(=O)Nc2ccccc2)C(c2ccc(C)cc2)NC(=S)N1 (stereo not drawn)	8
COc1ccc(-c2occ(C(=O)O)c2C(=O)O)cc1	1
O=C(N/C(=C/c1ccc(Cl)cc1)c1nc2ccccc2[nH]1)c1ccco1	-19
O=C(Nc1cccc(Cl)c1)Nc1nnc(C(c2ccccc2)c2ccccc2)s1	-14
COc1ccc(C(=O)NC(Nc2ccccc2)C(Cl)(Cl)Cl)cc1OC (stereo not drawn)	-13
CCCc1c(C)nc2c(Cl)cccc2c1SCC(=O)O	-7
CCC(CC)N1CCN(Cc2cccc(Cl)c2)CC1	-2
O=C(Nc1ccc(Cl)c([N+](=O)[O-])c1)C1CC2CCC1C2 (stereo not drawn)	22
CC(=O)c1c(OC(=O)c2ccccc2)ccnc1C(F)(F)F	-16
O=C(Nc1cc(Cl)cc(Cl)c1)c1ccc2c(c1)OCCO2	0
CCOC(=O)/C(C#N)=C\c1c(C)c(C)c(/C=C(/C#N)C(=O)OCC)c(C)c1C	-16
COC(=O)CN1C(C)=Nc2ccc(Br)cc2C1c1ccccc1Cl (stereo not drawn)	24
Cc1cccc(-c2cc(C(=O)O)c3ccccc3n2)c1	-2
CCOC(=O)c1ccc(Nc2nnc(-c3ccccc3)c3ccccc23)cc1	4
CCN(CC)CC(=O)Nc1c(-c2ccccc2)c2cc(Br)ccc2[nH]c1=O	5
NNC(=O)c1cc(-c2ccc(N)cc2)nc2ccc(Br)cc12	-10
O=C(Nc1cccc(S(=O)(=O)c2cccc(NC(=O)c3cccs3)c2)c1)c1cccs1	7
COc1ccccc1-n1c(C=C2C(=O)N(C)c3ccccc32)nc2ccccc2c1=O	-14
COc1ccccc1C1/C(=C(\O)c2ccccc2)C(=O)C(=O)N1c1cccc(Cl)c1 (stereo not drawn)	5
CC1=NN(c2ccc(Cl)c(Cl)c2)C(=O)/C1=C/c1ccco1	-13
O=C(Nc1ccccc1)O/N=C\c1ccc(F)cc1	0
COc1cc(/C=N/N2CCN(c3ccccc3OC)CC2)ccc1OC(C)=O	1
O=C(NC(c1ccccc1)c1ccccc1)C(Sc1ccccc1)c1ccccc1 (stereo not drawn)	-10
COc1ccc(OCCNC(=O)Nc2cc(F)c(F)cc2Cl)cc1	-4
Cc1c(NC(=O)Nc2ccc3ccccc3c2)c(=O)n(-c2ccccc2)n1C	8
O=C(CSc1nnc(-c2cccs2)n1-c1ccccc1)c1cccc([N+](=O)[O-])c1	1
COc1ccc(/C=C2\SC(=O)NC2=S)cc1	-4
Cc1cccc(NC(=O)c2cnccn2)c1	1
O=C(Nc1ccc(I)cc1Cl)c1cccc([N+](=O)[O-])c1	-14
COc1ccc(/C=C2\C=C(c3ccc(C)cc3)OC2=O)cc1C	-8
CCOC(=O)Cc1nnc(NCc2ccccc2)c2ccccc12	-27
CCOC(=O)Nc1ccc(C(C)CC)cc1 (stereo not drawn)	2
COc1cc(/C=C(\C#N)C(N)=O)ccc1O	-2
CC(=O)NS(=O)(=O)c1ccc(NC(=O)c2cc([N+](=O)[O-])ccc2Cl)cc1	-10
Cc1c(NC(=O)CN(c2ccc(F)cc2)S(=O)(=O)c2ccccc2)c(=O)n(-c2ccccc2)n1C	23
CCn1c2ccccc2c2cc(C3C(C(=O)OC)=C(C)NC4=C3C(=O)CCC4)ccc21 (stereo not drawn)	-2
Cc1ccc(OCCOCCOc2ccc(Cl)cc2/C=N\n2cnnc2)cc1	-10

# Three entries out of the list, sorted by molecular weight, largest number first.
smiles	DUSP3 inh
Cc1c(NC(=O)Nc2ccc3ccccc3c2)c(=O)n(-c2ccccc2)n1C	8
CC(=O)c1c(OC(=O)c2ccccc2)ccnc1C(F)(F)F	-16
O=C(Nc1ccc(Cl)c([N+](=O)[O-])c1)C1CC2CCC1C2 (stereo not drawn)	22

# The list continues:
smiles	DUSP3 inh
O=C(CC1(C(F)(F)F)NCCN1)c1ccccc1	10
Cc1cc(C)nc(/N=C(/NC(=O)c2ccccc2)Nc2ccccc2)n1	-68
COc1ccc(C2CC(=O)C3=C(C2)Nc2ccccc2NC3c2ccccc2OCc2ccccc2)cc1OC (stereo not drawn)	98*
CC1(C)CC(NC(=O)COc2ccc(Br)cc2)CC(C)(C)N1	7
O=C(O)CCC(=O)N1N=C(c2ccccc2)CC1c1cccs1 (stereo not drawn)	-6
COc1ccc(/C(N)=N/OC(=O)c2ccc(C)c([N+](=O)[O-])c2)cc1	5
O=[N+]([O-])C1=CC(=[N+]([O-])[O-])C=CC12N(Cc1ccccc1)C1=CC=CC=CC1=[N+]2Cc1ccccc1 (stereo not drawn)	-2
Nc1ccccc1-c1nc2ccccc2c2nc3ccccc3n12	-4
CCn1ccnc1C(O)c1ccccc1 (stereo not drawn)	2
Cc1ccc(S(=O)(=O)Oc2cccc(/C=C3\SC(=S)NC3=O)c2)cc1	-13
Cc1ccc(N(CC(=O)Nc2ccc(Oc3ccccc3)cc2)S(C)(=O)=O)cc1	6
COc1cc(C2SCC(=O)N2CCN2CCCCC2)cc(OC)c1OC (stereo not drawn)	-33
CC1(C)CC(=O)C2=C(C1)Nc1ccccc1NC2c1coc2ccccc2c1=O (stereo not drawn)	3
CCC(C(=O)Nc1nc(-c2ccc(F)cc2)cs1)c1ccccc1 (stereo not drawn)	-5
O=c1c2ccccc2nc(-c2ccccc2F)n1-c1ccccc1Cl	-6
CS(=O)(=O)Nc1ccc(S(=O)(=O)N2CCOCC2)cc1	-29
O=C(O)CCNC(=O)/C(=C\c1ccccc1)NC(=O)c1ccccc1	-25
CC(C)(C)c1ccc(OCCn2cc(/C=C3/SC(=S)NC3=O)c3ccccc32)cc1	3
COc1ccc(Cl)cc1C(=O)NCCCN1CCOCC1	-17
CS(=O)(=O)N1CCN(Cc2ccccc2Br)CC1	-20
O=C(/C=C\c1cccs1)c1cccc([N+](=O)[O-])c1	-2
COc1ccc(Cl)cc1C(=O)Nc1cccc(-c2nc3ncccc3o2)c1C	29
Cn1cccc1CN1CCN(C(=O)c2ccccc2F)CC1	6
COc1ccc(Oc2coc3cc(OC(=O)c4ccco4)ccc3c2=O)cc1	-15
O=C(/C=C/c1ccco1)Nc1ccccc1C(=O)O	-5
N#C/C(=C/c1cccc2ccccc12)C(=O)Nc1ccc(O)cc1	18
COc1cc(CNc2ccc(C)c(C)c2)cc(OC)c1OC	-31
Cc1cc(N2C(=O)NC(=O)/C(=C/c3cc4c(cc3[N+](=O)[O-])OCO4)C2=O)ccc1Br	5
O=C(Nc1cccc(F)c1)c1ccc([N+](=O)[O-])cc1	12
CCN(CC)S(=O)(=O)c1cccc(C(=O)Nc2ccc(Cl)cc2)c1	-5

# Further records.
mol	DUSP3 inh
CCOC(=O)c1c(NC(=O)c2ccc(OC)c(OC)c2)sc(C(=O)Nc2ccccc2F)c1C	-8
O=C(COc1ccccc1)NNC(=O)COc1ccc(Br)cc1	-14
O=C1/C(=C\c2cc(Cl)c(O)c(Cl)c2)SC(=S)N1Cc1ccccc1	-6
O=[N+]([O-])c1ccc(/C=N/n2cnnc2SCc2ccccc2)cc1	4
CCc1ccc(S(=O)(=O)Nc2c([N+](=O)[O-])ccc3ccccc23)cc1	2
O=C(CCC1CCCCC1)Nc1ccc([N+](=O)[O-])cn1	-13
O=[N+]([O-])c1ccc(N2CCOCC2)nc1	4
Cc1ccc[n+](CC(=O)c2ccc(-c3ccccc3)cc2)c1	7
COc1cccc(NS(=O)(=O)c2ccc(OC)c(Br)c2)c1	0
CCC(=O)NCCN=Cc1ccc(Cl)cc1Cl	1
NC(=O)NC1CCCc2c1[nH]c1ccc(Cl)cc21 (stereo not drawn)	-8
N#Cc1c(NC(=O)COc2ccc(Cl)cc2)oc(-c2ccccc2)c1-c1ccccc1	-12

# Fetched by compound from the list above:
mol	DUSP3 inh
COc1cccc(NS(=O)(=O)c2ccc(OC)c(Br)c2)c1	0
NC(=O)NC1CCCc2c1[nH]c1ccc(Cl)cc21 (stereo not drawn)	-8
O=[N+]([O-])c1ccc(N2CCOCC2)nc1	4
CCC(=O)NCCN=Cc1ccc(Cl)cc1Cl	1
O=C(CCC1CCCCC1)Nc1ccc([N+](=O)[O-])cn1	-13
O=C1/C(=C\c2cc(Cl)c(O)c(Cl)c2)SC(=S)N1Cc1ccccc1	-6
Cc1ccc[n+](CC(=O)c2ccc(-c3ccccc3)cc2)c1	7

# Taken from above.
# O=[N+]([O-])c1ccc(N2CCOCC2)nc1 – DUSP3 inh = 4
# CCOC(=O)c1c(NC(=O)c2ccc(OC)c(OC)c2)sc(C(=O)Nc2ccccc2F)c1C – DUSP3 inh = -8
# O=C(COc1ccccc1)NNC(=O)COc1ccc(Br)cc1 – DUSP3 inh = -14
# NC(=O)NC1CCCc2c1[nH]c1ccc(Cl)cc21 (stereo not drawn) – DUSP3 inh = -8

# Additional compounds
mol	DUSP3 inh
CCOC(=O)c1cc(CC)sc1NC(=O)c1cc([N+](=O)[O-])ccc1N1CCN(CC)CC1	-15
Cc1ccc(/C=C2N=C(/C=C/c3ccccc3)OC/2=O)s1	-8
Cc1ccc(-n2nc3ccc(NC(=O)c4ccco4)cc3n2)cc1	-18
COc1cccc(C2C(C(=O)Nc3ccccc3)=C(C)N=C3SCC(=O)N32)c1 (stereo not drawn)	-12
CC1=C(C(N)=O)C(c2ccc(C)cc2)N=C(SCc2ccc(F)cc2)N1 (stereo not drawn)	-11
Cc1ccc(S(=O)(=O)Oc2ccccc2C=C2C(=O)NC(=O)NC2=O)cc1	-9
O=C1c2ccccc2C(=O)N1CCc1nc2ccccc2c(=O)n1-c1ccccn1	-3
Cc1ccc(/C=C2\SC(=S)N(CCC(=O)Nc3ccc(S(N)(=O)=O)cc3)C2=O)cc1	-27
CCOC(=O)C1=C(O)/C(=C/c2ccc(F)cc2)SC1=Nc1ccc([N+](=O)[O-])cc1	-13
Cc1ccccc1OCCOc1ccc(/C=C2/SC(=S)N(C)C2=O)cc1	-29
Cc1c(N2C(=O)c3ccccc3C2=O)cccc1[N+](=O)[O-]	-18
COc1ccccc1N1CCN(/N=C\c2ccc(OC)c(OC)c2OC)CC1	3
O=C(Nc1ccc(F)cc1)Nc1ccc(OC(F)(F)F)cc1	-6
CCc1ccc(-n2c(C)cc(/C=C3/NC(=O)NC3=O)c2C)cc1	-2
CCN(CC)c1ccc(C(=O)N2CCN(c3cccc(Cl)c3)CC2)cc1	-34
CC(=O)Oc1ccc(C(=O)Nc2cccc(C(=O)NCC(C)C)c2)cc1	-5
Cc1ccc(C)c(C(C)(C)CC(=O)O)c1	-14
O=C(CSc1nc(-c2ccccc2)c(-c2ccccc2)o1)Nc1ccccc1	-9
COc1ccc(OCC(=O)Nc2cc(C)ccc2OC)cc1	-34
C/C(=N\N1CCN(Cc2ccccc2Cl)CC1)c1ccccc1O	-12
C=CCN1C(=O)/C(=C/c2ccc(N(C)C)cc2)S/C1=N\c1nnc(CC)s1	-4
COc1cc(C2NC(=O)NC(C)=C2C(=O)Nc2ccc(Br)cc2)cc(OC)c1OC (stereo not drawn)	7
COC(=O)c1ccc(/C=C2\N=C(c3ccc(C(C)(C)C)cc3)OC2=O)cc1	-15
O=C(/C=C/c1ccc(F)cc1)Nc1cccc([N+](=O)[O-])c1	-15
O=C(c1cc(Cl)ccc1Cl)N1CCOCC1	11
CCOc1ccc2c(c1)NC(C)(C)c1ssc(=Nc3ccccc3O)c1-2	5
CC1CCN(C(=O)c2ccccc2Cl)CC1	-5
O=C(Nc1ccc(Oc2ccc(NC(=O)C(F)(F)F)cc2)cc1)C(F)(F)F	-4
O=C1CCCN1Cc1ncnn1-c1ccccc1	6
Cc1cccc(OCC(=O)Nc2ccc(Cl)cc2Cl)c1	5
COc1ccc(Br)cc1C(=O)Nc1cc2nn(-c3ccc(C)cc3)nc2cc1C	3
C/C(=N/NC(=O)c1ccccc1[N+](=O)[O-])c1ccc(N2C(=O)C3CCCCC3C2=O)cc1 (stereo not drawn)	-16
Cc1cccc(OCC(=O)N2CCN(c3ccccn3)CC2)c1	1
CCN(CC)c1ccc(C(=O)Nc2cccc(C)c2C)cc1	-17
Cc1cc(O)c2c3c(c(=O)oc2c1)CCCC3	-5

# High-throughput results (PubChem BioAssay)
